Source: PubChem
PfHsp40 rescue: rescue of PfHsp40-mediated yeast toxicity; hit rate 0.68% among 340,000; S. cerevisiae expressing PfHsp40, growth rescue, ATP luminescence; growth rescue, % at 12.5 µM; in the data active = growth rescue above about 28%, passing the limit was not always enough; inconclusive = no clear call, values can overlap the other calls;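 note: yeast W303a lacking pdr1 and pdr3 grown in galactose medium; growth measured after three days at 30 °C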
BoNT-A LC inh2: BoNT A light chain protease inhibition | multiplex microsphere protease substrate cleavage, flow cytometry | inhibition, % at 10 µM | hit rate 0.17% among 360,000; note: plate controls were buffer without enzyme for full effect and enzyme alone for no effect
FadD28 FP inh: inhibitors of Mycobacterium tuberculosis FadD28 bisubstrate binding; FadD28 bisubstrate probe binding, fluorescence polarization; inhibition, % at 12.5 µM; hit rate 0.22% among 360,000; AID 588549; in the data active = inhibition above about 8.5%, passing the limit was not always enough; inconclusive = no clear call, values can overlap the other calls
TcdB GH inh: TcdB glycohydrolase inhibition | P18177 | TcdB glycohydrolase enzymatic assay, plate reader | inhibition, % at 9.99 µM | hit rate 0.24% among 350,000; in the data active = inhibition above about 10%
Target sequence (P18177 whole entry, looked up): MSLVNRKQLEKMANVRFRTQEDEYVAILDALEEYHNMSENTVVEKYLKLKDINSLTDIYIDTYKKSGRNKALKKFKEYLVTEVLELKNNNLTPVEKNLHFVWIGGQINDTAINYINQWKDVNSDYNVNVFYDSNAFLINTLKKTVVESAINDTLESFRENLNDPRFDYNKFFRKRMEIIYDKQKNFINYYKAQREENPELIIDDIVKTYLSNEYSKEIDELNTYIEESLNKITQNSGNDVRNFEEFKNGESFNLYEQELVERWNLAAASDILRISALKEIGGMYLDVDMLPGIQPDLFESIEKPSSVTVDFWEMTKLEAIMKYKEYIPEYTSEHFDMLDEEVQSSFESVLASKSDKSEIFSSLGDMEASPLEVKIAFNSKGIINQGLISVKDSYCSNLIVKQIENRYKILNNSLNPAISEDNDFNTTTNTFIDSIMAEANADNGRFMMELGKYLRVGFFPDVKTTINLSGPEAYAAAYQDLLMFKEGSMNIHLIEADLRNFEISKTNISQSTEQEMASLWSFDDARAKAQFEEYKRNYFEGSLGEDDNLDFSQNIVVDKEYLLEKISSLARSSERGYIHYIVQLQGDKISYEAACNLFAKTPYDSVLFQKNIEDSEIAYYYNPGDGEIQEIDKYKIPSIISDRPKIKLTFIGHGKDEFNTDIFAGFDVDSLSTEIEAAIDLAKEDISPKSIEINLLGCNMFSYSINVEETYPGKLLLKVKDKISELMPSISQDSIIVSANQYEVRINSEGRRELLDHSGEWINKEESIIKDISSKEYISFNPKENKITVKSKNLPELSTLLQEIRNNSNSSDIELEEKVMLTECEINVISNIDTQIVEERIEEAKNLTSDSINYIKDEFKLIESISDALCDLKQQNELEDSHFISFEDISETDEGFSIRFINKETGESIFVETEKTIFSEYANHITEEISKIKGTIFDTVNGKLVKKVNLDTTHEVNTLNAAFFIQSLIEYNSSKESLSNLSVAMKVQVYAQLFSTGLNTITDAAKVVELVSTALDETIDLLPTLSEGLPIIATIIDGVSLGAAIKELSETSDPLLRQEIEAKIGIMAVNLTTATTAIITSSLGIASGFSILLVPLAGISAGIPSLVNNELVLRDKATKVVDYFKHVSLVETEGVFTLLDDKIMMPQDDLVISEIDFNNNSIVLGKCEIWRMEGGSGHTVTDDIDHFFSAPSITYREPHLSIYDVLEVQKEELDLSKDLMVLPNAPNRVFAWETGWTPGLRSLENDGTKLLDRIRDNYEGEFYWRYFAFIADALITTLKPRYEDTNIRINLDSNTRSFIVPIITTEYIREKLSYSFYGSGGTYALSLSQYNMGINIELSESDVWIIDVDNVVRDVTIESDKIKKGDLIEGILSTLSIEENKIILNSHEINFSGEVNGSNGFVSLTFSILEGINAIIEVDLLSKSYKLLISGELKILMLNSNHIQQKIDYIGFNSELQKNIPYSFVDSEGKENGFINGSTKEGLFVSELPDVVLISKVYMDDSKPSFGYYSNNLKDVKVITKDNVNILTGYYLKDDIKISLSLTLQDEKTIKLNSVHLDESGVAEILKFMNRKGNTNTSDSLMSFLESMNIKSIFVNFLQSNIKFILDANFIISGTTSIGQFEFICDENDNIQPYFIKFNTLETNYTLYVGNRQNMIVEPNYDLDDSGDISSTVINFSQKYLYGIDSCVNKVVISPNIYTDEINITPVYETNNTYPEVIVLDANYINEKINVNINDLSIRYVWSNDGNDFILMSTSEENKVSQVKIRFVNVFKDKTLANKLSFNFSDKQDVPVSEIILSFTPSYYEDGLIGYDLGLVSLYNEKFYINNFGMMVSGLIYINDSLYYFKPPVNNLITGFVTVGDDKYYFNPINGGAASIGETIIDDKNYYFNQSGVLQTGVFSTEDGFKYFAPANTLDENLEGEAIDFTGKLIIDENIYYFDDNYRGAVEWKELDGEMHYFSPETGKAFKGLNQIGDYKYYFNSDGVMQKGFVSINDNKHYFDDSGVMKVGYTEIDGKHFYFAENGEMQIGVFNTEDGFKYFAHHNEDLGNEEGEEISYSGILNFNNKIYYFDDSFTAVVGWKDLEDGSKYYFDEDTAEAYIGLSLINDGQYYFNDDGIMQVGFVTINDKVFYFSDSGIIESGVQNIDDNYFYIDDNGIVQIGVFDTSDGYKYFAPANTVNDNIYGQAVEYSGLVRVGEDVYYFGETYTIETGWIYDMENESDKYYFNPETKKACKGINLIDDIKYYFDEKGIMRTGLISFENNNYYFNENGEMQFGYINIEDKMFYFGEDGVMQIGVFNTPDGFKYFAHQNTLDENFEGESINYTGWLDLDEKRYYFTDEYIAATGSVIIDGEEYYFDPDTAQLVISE
PrPC TRFRET: cell surface PrPC inhibition, primary TR-FRET screen; inhibition, % at 13.8 µM; AID 720596; P04156; hit rate 0.43% among 370,000; TR-FRET read-out; in the data active = inhibition above about 24%; note: 0% = median of the test wells and 100% = reference compound wells
Yp Topo-I inh: Y. pestis Topo-I inhibition via cleavage products; activity, % at 10 µM; Y. pestis Topo-I cleavage product accumulation, plate reader; hit rate 0.064% among 360,000; in the data active = activity above about 50%, passing the limit was not always enough; inconclusive = no clear call, values can overlap the other calls; note: inactives centre near 2
BoNT-F LC inh: blocks Botulinum neurotoxin F light chain protease | AID 588497 | Multiplex microsphere protease cleavage assay, flow cytometry | inhibition, % at 10 µM | hit rate 0.22% among 360,000; in the data active = inhibition above about 35%, passing the limit was not always enough; inconclusive = no clear call, values can overlap the other calls; note: plate controls were buffer without enzyme for full effect and enzyme alone for no effect
CCHF vOTU inh: blocks the CCHF virus ovarian tumor domain protease; hit rate 0.55% among 370,000; inhibition, % at 11.5 µM; CCHFV vOTU protease, Pep-AMC fluorescence; AID 651958; in the data active = inhibition above about 30%; note: 0% = vehicle wells with enzyme and 100% = no enzyme wells
Anthrax LF prot: blocks Bacillus anthracis lethal factor protease; P15917; multiplex microsphere protease cleavage assay, LF; inhibition, % at 10 µM; hit rate 0.12% among 360,000; note: plate controls were buffer without enzyme for full effect and enzyme alone for no effect
* hit, by the source's call; u = inconclusive; x = no result given; & = joins results of further samples. Cut-off read from the data, not from the text of the source, unless noted: active = inhibition above about 30%; inconclusive = no clear call, values can overlap the other calls; inactive = below that. Compounds as they come. About 2.3% of those tested had a hit in this group.

Molecule,PfHsp40 rescue,BoNT-A LC inh2,FadD28 FP inh,TcdB GH inh,PrPC TRFRET,Yp Topo-I inh,BoNT-F LC inh,CCHF vOTU inh,Anthrax LF prot
CC(C)CCNC(=O)CCC(=O)NNc1nc2ccccc2c2nc(-c3ccccc3)nn12,-0.8,-0.1,0.4,x,-2,7,-3,4,-5
NNC(=O)Nc1cccc(C(F)(F)F)c1,0.2,0.2,-0.7,1.8,-7,9,0,-7,1
Cc1cc(C(=O)NP(=O)(N2CCOCC2)N2CCOCC2)c(C)n1-c1ccc(Br)cc1,0.7,-0.8,-2.8,1.3,3,6,-2,-16,0
O=C(CC1C(=O)NCCN1Cc1ccc(Cl)c(F)c1)NCC1CCOCC1 (stereo not given),-1.4,-1.2,-0.6,1.2,3,2,-6,0,-3
O=C(CN(C(=O)CNC(=O)c1ccco1)c1cccc(F)c1)NC1CCCCC1,-1.3,2.3,-2.8,-0.8,-3,11,3,8,-8
COc1ccc(C(=O)N/C(=C/c2cccnc2)C(=O)Nc2cccc(C(C)=O)c2)cc1OC,0.4,-0.7,-2.3,1.7,-7,6,-18,6,-5
C[C@H]1CN([C@@H](C)CO)C(=O)CCCn2cc(nn2)CO[C@@H]1CN(C)C(=O)Nc1ccccc1,x,0.3,-0.8,1.1&1.1,-1,0,1,-5,-4
COc1cc(C2c3cc4c(cc3OC(NCc3ccccc3)C2C)OCO4)cc(OC)c1OC (stereo not given),-1.5,-0.5,-1.2,1.0,9,-1,-5,11,-11
CCOC(=O)c1cccc(C2=C(CNC(=O)c3ocnc3C)[C@H]3CC[C@@H](C2)N3Cc2ccccc2)c1,x,0.0,-3.3,-0.5,-9,12,-2,-3,-2
O=C(NCC1COCCO1)c1ccc(OC2CCN(CCc3ccccc3)CC2)cc1 (stereo not given),-0.3,-3.1,-5.7,-0.5,-6,6,0,-2,-2
COc1ccc(/C=C(\NC(=O)c2ccc([N+](=O)[O-])cc2)C(=O)NCCCN2CCOCC2)cc1,-0.2,-1.9,-0.7,-0.4,-18,-6,-3,-3,-1
CC[C@@]12C(=O)N(c3cccc(F)c3)C(=O)N1[C@H](c1ccc(F)cc1)[C@@H]1C(=O)N(C3CCCCC3)C(=O)[C@@H]12,1.9,0.3,-6.5,x,x,4,-8,x,-6
CCCCc1nc(NCCNC(=O)c2ccccc2)c(C#N)c2c1CSC(C)(C)C2,-0.1,0.9,-1.6,x,4,-4,14,4,-3
CSc1cccc(NS(=O)(=O)c2ccc3c(c2)NC(=O)C(C)C(=O)N3)c1 (stereo not given),0.2,0.1,-5.0,0.4,3,0,-2,-2,-6
O=C(CN1CCCCC1)Nc1ccc(S(=O)(=O)c2ccc(NC(=O)CN3CCCCC3)cc2)cc1,-0.7,-0.5,2.0,1.4,3,-1,-3,-2,-14
Nc1nc(Cl)cc(Sc2ccc(F)cc2)n1,-1.2,-0.9,-0.2,x,8,11,-7,13,-4
O=c1cc(O)nc(-c2ccc(Cl)cc2)s1,-1.7,-0.5,1.9,-1.4,6,-8,-5,2,0
N#CC(C(=O)NC1CCCCC1)=C1CCCCCC1,-0.9,0.3,-0.2,-5.4,9,-4,7,20,-3
O=C(c1cccc(S(=O)(=O)NCc2ccccc2)c1)N1CCN(c2ccccc2Cl)CC1,6.0,-0.6,-0.3,0.6,4,31,-6,10,-9
COc1cccc2cc(C(=O)C3=C(O)C(=O)N(CCN4CCOCC4)C3c3cccs3)oc12 (stereo not given),-0.2,0.0,1.1,x,4,7,-2,0,-5
CN1[C@@H]2CCC[C@H]1CC(NC(=O)c1nn(C)c3ccccc13)C2 (stereo not given in full),0.4,-0.5,-1.1,-0.3,3,0,3,0,-2
COc1cccc(C(C(=O)Nc2ccc(F)cc2)N(C(=O)Cn2nnc3ccccc32)C2CC2)c1 (stereo not given),1.1,0.6,-1.8,x,-8,13,-6,-19,0
Cc1c(Cl)ccc(S(=O)(=O)NCCN2CCOCC2)c1Cl,0.1,1.8,-2.1,1.5,6,5,14,0,-1
CN1CCOCCOCCN(C)C(=O)N2CCOCCOCCN(CCOCC2)C1=O,0.1,0.7,-3.7,x,-6,-5,7,4,-2
CC1=NN(C(N)=S)C(=O)C1N=Nc1c(C)n(C)n(-c2ccccc2)c1=O (stereo not given),-0.2,-7.3,1.4,-0.7,-19,5,u,4,-13
O=C(NNc1ccc(Cl)nn1)c1ccc(Cl)cc1,-0.7,-0.4,0.5,-2.0,1,-3,-5,-7,-2
Cc1ccc(NC(=O)C2CCCN(S(=O)(=O)c3cccc4cccnc34)C2)cc1 (stereo not given),-0.3,0.7,0.9,3.1,-2,5,5,10,-2
COC(=O)c1sccc1NC(=O)CC1C(=O)NCCN1C(=O)c1ccc(C)c(C)c1 (stereo not given),-0.2,2.0,0.2,-1.0,11,10,u,-2,-8
COc1cc2c(=O)n(CC3CCCO3)c(=O)n(CC(=O)Nc3cccc(Cl)c3)c2cc1OC (stereo not given),0.1,0.2,-0.6,x,2,9,2,1,0
COCCCN1C(=O)C2C(C(=O)Nc3cccc(Cl)c3)C3C=CC2(O3)C1C(=O)NC1CCCCC1 (stereo not given),0.2,1.1,-3.7,x,x,-7,12,x,0
C[C@H]1CN([C@@H](C)CO)S(=O)(=O)c2ccc(Br)cc2O[C@@H]1CN(C)C(=O)c1cccnc1,x,0.2,-0.5,-0.8&0.4,5,1,4,17,4
CCN(CC)C(=O)c1cccc(-c2csc(C(O)(c3ccccc3)C(F)(F)F)n2)c1 (stereo not given),x,-0.3,-21,-1.3,4,11,0,17,5
CCOc1cc(/C=N/NC(=O)C(C)Sc2ccccn2)ccc1O (stereo not given),-0.6,0.2,-3.7,x,0,1,0,12,-1
C=CCc1cc(C=Nc2ccc(N3CCOCC3)cc2)cc(OCC)c1O,-1.1,-1.9,-3.3,-41,-13,-1,u,24,20
Cc1oc2cc3oc(=O)c(CCC(=O)N[C@H](C(=O)O)C(C)C)c(C)c3cc2c1C,-0.7,-0.5,-1.7,0.5,-2,0,-4,-25,-13
CCCOc1ccc(-c2nc(N)n[nH]2)cc1,0.8,u,1.2,x,4,5,-5,-4,0
C[C@H](CO)N1C[C@H](C)[C@@H](CN(C)Cc2ccccc2)Oc2c(NC(=O)c3ccncc3)cccc2C1=O,0.4,-0.5,0.9,-0.1&0.2,10,23,1,2,-7
CCOP(=O)(c1ccccc1)C(O)c1ccccc1 (stereo not given),-1.2,1.0,-5.1,x,7,-2,5,-1,-4
O=S(=O)(O)C(c1ccccc1)C1(O)CCCCC1 (stereo not given),-1.1,-0.6,-1.1,-4.4,4,-2,-2,-9,-5
CCCc1cc(=O)[nH]c(SCC(=O)NCCCC(=O)OCC)n1,-0.1,0.9,-2.1,x,-2,-2,12,-5,3
CC(=O)Nc1ccc(/C=C(\C#N)C(=O)NC2CCCCC2C)cc1 (stereo not given),0.4,0.2,0.4,0.6,-9,0,2,-10,-1
CCOC(=O)C1=C(C)NC(=O)NC1c1ccc(OCC(=O)OC)c(OC)c1 (stereo not given),-1.1,-1.1,-0.4,x,4,-8,-15,-3,-9
CC(=O)Nc1c2c(nn1-c1ccccc1C)CS(=O)C2 (stereo not given),0.1,-0.3,-0.5,-8.6,9,5,1,-6,0
O=C(Nc1cccc(-c2cccc(F)c2)c1)C1CCN(C2CCOCC2)CC1,0.1,0.8,-6.5,-1.5,-5,-9,-6,12,0
Cc1cccc(N2CC(C(=O)Nc3nnc(SCc4ccccn4)s3)CC2=O)c1 (stereo not given),0.4,-0.4,-1.7,-3.3,5,20,-3,9,-3
CSCc1cc(N(C)c2ccccc2)nc(-c2ccccn2)n1,111*,-3.4,-2.9,1.0,5,23,-24,-12,-12
Cc1cc(NC(=O)CSc2nnc(-c3cccnc3)n2C2CCCCC2C)no1 (stereo not given),-0.6,-1.0,-1.0,x,-4,2,-1,1,1
COc1ccc(-c2nnc(N(C)C(=O)c3ccco3)s2)cc1OC,0.5,-3.6,-2.0,1.6,6,4,8,-9,-21
CCSc1nnc(NC(=O)CN2C(=O)NC3(CCCC3)C2=O)s1,-1.4,-14,-3.9,-1.6,9,-6,-23,13,-2
O=C(CCC(=O)N1CCOc2ccccc21)NCCN1CCOCC1,0.2,-0.2,-3.0,-0.7,-1,-5,-5,0,-7
Cc1ccn(CC(=O)N2CCCC(N3CCN(c4cccc(C(F)(F)F)c4)CC3)C2)n1 (stereo not given),x,-0.3,-3.2,0.4,-2,10,-2,13,-1
COc1cc(/C=C(\C#N)c2ccccn2)ccc1OCC(=O)Nc1cccc(C(F)(F)F)c1,-0.7,-0.5,0.1,x,-4,-1,0,11,0
COc1ccc(OC)c(NC(=O)C2COc3ccccc3O2)c1 (stereo not given),-1.2,0.5,-0.5,x,-7,8,-5,4,-8
NC(=O)CC[C@H](NC(=O)c1ccc(F)cc1)C(=O)OCC(=O)NCc1ccc2c(c1)OCO2,-0.5,0.0,-1.0,1.8,3,5,-6,1,-5
Cc1nn(-c2ccccc2)c(C)c1C(=O)NCCc1ccccc1,-1.8,3.9,-1.4,1.0,-2,1,8,9,6
O=C(CN(Cc1ccc(Cl)cc1)S(=O)(=O)c1ccccc1)NCC1CCCO1 (stereo not given),8.7,0.7,-4.4,-0.4,1,17,0,-3,-4
O=C(O)CCN1c2cccc3cccc(c23)S1(=O)=O,-1.7,-1.4,-0.3,8.0,-2,6,8,-22,3
CS(=O)(=O)N(CC(=O)NCc1ccc2c(c1)OCO2)c1cccc(Cl)c1,1.0,0.4,-4.3,1.3,1,6,-3,-5,0
CCCCCC(N)=O,1.5,-0.1,-4.6,0.6,4,3,1,1,-4
CCNS(=O)(=O)c1ccc(CCC(=O)N2CCN(c3ccc(OC)cc3)CC2)cc1,2.4,-2.8,0.0,1.3,2,-3,-10,-12,-6

Exported field by field: part of the list above
Cc1nn(-c2ccccc2)c(C)c1C(=O)NCCc1ccccc1
  PfHsp40 rescue: -1.8	BoNT-A LC inh2: 3.9	FadD28 FP inh: -1.4	TcdB GH inh: 1.0	PrPC TRFRET: -2	Yp Topo-I inh: 1	BoNT-F LC inh: 8	CCHF vOTU inh: 9	Anthrax LF prot: 6
CCSc1nnc(NC(=O)CN2C(=O)NC3(CCCC3)C2=O)s1
  PfHsp40 rescue: -1.4	BoNT-A LC inh2: -14	FadD28 FP inh: -3.9	TcdB GH inh: -1.6	PrPC TRFRET: 9	Yp Topo-I inh: -6	BoNT-F LC inh: -23	CCHF vOTU inh: 13	Anthrax LF prot: -2
